Source: PubChem
All columns: NCI-60 one-dose screen, growth in % after 48 h at 10 µM unless noted; 100 = growth as untreated, 0 = no growth, -100 = all killed.
MOLT-4 – MOLT-4 leukemia cells | AID 1794779 | actives 6.9% (n = 80,000)
MDA-MB-231 – MDA-MB-231 breast cancer | actives 5% (n = 81,000)
MDA-MB-468 – MDA-MB-468 breast cancer. actives 8.5% (n = 78,000)
MCF7 – MCF7 breast cancer; actives 6.3% (n = 82,000)
K-562 – K-562 leukemia. actives 7.4% (n = 78,000)
T-47D – T-47D breast cancer; actives 5% (n = 79,000)
BT-549 – BT-549 breast cancer | AID 1794793 | actives 4.4% (n = 78,000)
SR – SR leukemia cells; actives 8.7% (n = 73,000); AID 1794780
* marks the source's active call; other numbers are inactive results; · = not tested or not shown. The calls were made as follows: active = growth percent below 10; inactive = the rest.

SMILES | MOLT-4 | MDA-MB-231 | MDA-MB-468 | MCF7 | K-562 | T-47D | BT-549 | SR
COc1cc(OC)c(/C=C/C(=O)c2c(N)cc(OC)cc2OC)c(OC)c1 | 36 | 41 | -17* | 25 | 14 | 50 | 19 | 29
CCOc1cc(/C=C2\COc3ccc(-c4ccccc4)cc3C2=O)ccc1O | 124 | 97 | 86 | 105 | 87 | 97 | 104 | 106
OC(c1ccccc1)(c1ccccc1)C1CCN(c2ccc3nnc(Cl)n3n2)CC1 | -2.4* | 68 | 30 | 11 | 11 | 9.5* | 2.6* | -22*
O=C(NCn1c(=O)[nH]c2ccccc2c1=O)Nc1ccccn1 | 101 | 98 | 93 | 95 | 92 | 91 | 88 | ·
Cc1ccc(-c2nc3nc(-c4ccc(Cl)cc4)nc(N4CCCNCC4)c3o2)cc1 | -71* | -76* | -54* | -79* | -57* | -36* | 99 | -45*
Cc1c(C(=O)Nc2ccc(Cl)cc2)sc(N)c1C#N | · | 78 | 120 | 78 | · | 64 | 74 | ·
CCOc1cc(/C=C2\SC(=S)NC2=O)ccc1O | 87 | 79 | 82 | 71 | 91 | 45 | 70 | 70
CC(C)(C)c1cc(/C=C(\C#N)C(N)=O)cc(C(C)(C)C)c1 | 95 | 99 | 98 | 93 | 98 | 88 | 97 | 95
CCNC(=O)N1CCN(C(=O)NCC)CC1 | 94 | 115 | 105 | 110 | 101 | 107 | 116 | 101
N#C/C(=C/c1cccs1)c1nnc(NC(=O)c2ccc(-n3c(=O)[nH]c4ccccc4c3=O)cc2)s1 | 98 | 102 | 123 | 97 | 101 | 98 | 102 | 84
CCCCC(C(=O)O)c1ccccc1 (stereo not drawn) (tested in a mixture with another compound) | 92 | 108 | 108 | 100 | 90 | 93 | 96 | 85
Cc1ccccc1OCCSc1nc2ccc(NC(=O)c3ccccc3)cc2s1 | 60 | 64 | 101 | 83 | 66 | 90 | 97 | 72
CCC1(C)COC(c2ccc(OC)c(OC)c2)OC1 (stereo not drawn) | 103 | 110 | 108 | 110 | 107 | 122 | 106 | 101
NN1C(c2ccccc2)=C(c2ccccc2)Nn2c1nc1c(cnn1-c1ccccc1)c2=O | 103 | 113 | 124 | 105 | 100 | 106 | 118 | 104
CNC(=O)c1cc(Oc2ccc(CC(=O)Nc3cc(C(C)(C)C)cn3C)cc2)ccn1 | 70 | 68 | 30 | 50 | 36 | 49 | 64 | 76
C[C@]12CC[C@@H]3c4ccc(OCCCO)c([N+](=O)[O-])c4CC[C@H]3[C@@H]1CCC2=O | 86 | 83 | 84 | 98 | 75 | 90 | 77 | ·
Nc1cc(C(Cl)=C(Cl)Cl)c(S(N)(=O)=O)cc1S(N)(=O)=O | 84 | 109 | 100 | · | 90 | 107 | 92 | ·
O=C1NN=C(c2ccc(Cl)cc2)CC12CCCCC2 | 95 | 107 | 94 | 90 | 93 | 97 | 116 | 106
Cn1cnc2c(SCCO)ncnc21 | 99 | 107 | 107 | 100 | 101 | 99 | 108 | 94
O=C(NCCCCCCCCCC[P+](c1ccccc1)(c1ccccc1)c1ccccc1)c1ccc(-n2nc(-c3ccccc3O)nc2-c2ccccc2O)cc1 | -10* | -74* | -88* | -87* | 6.4* | -52* | -87* | 1.9*

Structures shown so far that contain a cyano group, in the order listed:
SMILES | MOLT-4 | MDA-MB-231 | MDA-MB-468 | MCF7 | K-562 | T-47D | BT-549 | SR
Cc1c(C(=O)Nc2ccc(Cl)cc2)sc(N)c1C#N | · | 78 | 120 | 78 | · | 64 | 74 | ·
CC(C)(C)c1cc(/C=C(\C#N)C(N)=O)cc(C(C)(C)C)c1 | 95 | 99 | 98 | 93 | 98 | 88 | 97 | 95
N#C/C(=C/c1cccs1)c1nnc(NC(=O)c2ccc(-n3c(=O)[nH]c4ccccc4c3=O)cc2)s1 | 98 | 102 | 123 | 97 | 101 | 98 | 102 | 84

Some of the entries so far, comma-delimited.
SMILES,MOLT-4,MDA-MB-231,MDA-MB-468,MCF7,K-562,T-47D,BT-549,SR
NN1C(c2ccccc2)=C(c2ccccc2)Nn2c1nc1c(cnn1-c1ccccc1)c2=O,103,113,124,105,100,106,118,104
CNC(=O)c1cc(Oc2ccc(CC(=O)Nc3cc(C(C)(C)C)cn3C)cc2)ccn1,70,68,30,50,36,49,64,76

Going on with the list.
SMILES | MOLT-4 | MDA-MB-231 | MDA-MB-468 | MCF7 | K-562 | T-47D | BT-549 | SR
O=CNc1ccc2c3c(cccc13)CC2 | 94 | 87 | 56 | 54 | 94 | 85 | 100 | 83
COc1ccc(-c2nc(SC(C)C)nc(Oc3ccccc3/C=C3/SC(=O)NC3=O)c2C#N)cc1 | 92 | 92 | 99 | 96 | 98 | 98 | · | 101
COc1ccc(-c2nc(SCCCCCC(=O)NO)[nH]c(=O)c2C#N)cc1 | 99 | 104 | 107 | 114 | 104 | 93 | 110 | 101
COc1ccc2cc(-c3cn(CCCCCc4ccc(/C=C/C(=O)c5cc(Cl)ccc5O)cc4OC)nn3)ccc2c1 | · | 90 | 91 | 93 | · | 73 | 105 | ·
COc1ccc2c(c1)C(=O)/C(=C/c1ccc([N+](=O)[O-])o1)O2 | -37* | -77* | -49* | -19* | -35* | -47* | -50* | 2.3*
CCCCCCCCCCCCCCCCCCOc1ccccc1CC(=O)NCC[N+](C)(C)C | 17 | 47 | 19 | 58 | 26 | 73 | 58 | 21
CCCCC(CC)COC(=O)CSC1=C(C)C(=O)c2ccccc2C1=O (stereo not drawn) | 89 | 85 | 61 | 80 | 72 | 90 | 96 | 88
CC(C)CC(NC(=O)COc1ccc(Cl)cc1Cl)C(=O)O (stereo not drawn) | 114 | 103 | 97 | 105 | 134 | 111 | 106 | 101
COC(=O)/C=c1\[nH]n2/c(=C/c3ccc(OC)cc3)c(=O)nc-2n(-c2ccccc2)c1=O | 96 | 86 | 106 | 90 | 105 | 94 | 96 | 103
O=C1Nc2ccccc2[C@]12CC(c1ccccc1)=NN2 | 43 | 53 | 56 | 29 | 22 | 67 | 59 | 22
O=C1Nc2ccc(Br)cc2C1=Nc1ccc(F)c(Cl)c1 | · | 84 | 114 | 50 | · | 82 | · | ·
CCCCCS(=O)(=O)Nc1ccc(C(=O)O)cc1 | · | 106 | 104 | 97 | 104 | 89 | 107 | 96
Cc1ccc(C)c(C2=NN(c3ccc(S(=O)(=O)NC(=O)NCc4ccccc4)cc3)C(c3ccc(Cl)cc3)C2)c1 (stereo not drawn) | 85 | 99 | 106 | 83 | 92 | 87 | 92 | 83
COc1ccc(N2CCN(C(=O)CCSc3nnc4n(Cc5ccccc5)c(=O)c5c6c(sc5n34)CCCC6)CC2)cc1 | 112 | 112 | 98 | 91 | 105 | 102 | 99 | 110
CCCCCCC1CCN(CC(=O)c2ccccc2)CC1 | 98 | 73 | 60 | 83 | 94 | 95 | 76 | 84
N#Cc1c(NC(=O)c2ccc(C(F)(F)F)c(Cl)c2)sc2c1CCC(=O)C2 | -6.2* | -87* | -71* | -3.6* | 0.5* | -53* | -82* | -12*
Cc1nc(-c2ccc(Cl)cc2)ccc1NC(=O)Nc1ccc2c(c1)OCO2 | 83 | 109 | 102 | 91 | 80 | 101 | 106 | 78
COc1cc(-c2nnc(SCC(=O)Nc3ccc(C(=O)/C=C/c4ccccc4)cc3)o2)cc(OC)c1OC | 83 | 102 | 96 | 77 | 88 | 94 | 82 | 89
c1ccc(-c2nc3ccccn3c2NCCN2CCOCC2)cc1 | 48 | 105 | 88 | 89 | 90 | · | 97 | ·
O=C(NCc1ccccc1)NS(=O)(=O)c1c[nH]c(=S)[nH]c1=O | 96 | 114 | 110 | 101 | 100 | 90 | 103 | 84
CCCc1cccc(N)c1O | 102 | 93 | 110 | 111 | 86 | 103 | 100 | 92
COc1ccc(NC(=O)CCn2ccccc2=O)cc1 | 110 | 120 | 92 | 92 | 116 | 101 | 111 | 118
CC(=O)ON=C1C=CC(=C(C#N)c2ccccc2)C=C1 | 41 | 14 | 19 | 15 | 28 | 42 | 51 | 17
O=C(/C=C/c1cc(-c2cc3ccccc3o2)n(-c2ccccc2)n1)c1nc2ccccc2[nH]1 | 96 | · | 98 | 94 | 95 | 92 | 85 | 86
CCOC(=O)c1cc(C(=O)N2c3ccccc3Sc3ccccc32)n2c3ccccc3n(C)c12 | 110 | 98 | 90 | 87 | 94 | 93 | 97 | 101
CC(C)Cc1cc(CNC(=O)CN2CCN(c3ccccc3)CC2)nn1-c1ccccc1 | 70 | 102 | 96 | 90 | 88 | 90 | 108 | 91
C=C1C(=O)O[C@H]2[C@H]1CC/C(COC(=O)NCCCCCCCCNC(=O)OC/C1=C/CC[C@@]3(C)O[C@H]3[C@H]3OC(=O)C(=C)[C@@H]3CC1)=C\CC[C@@]1(C)O[C@@H]21 | -28* | -79* | -46* | -55* | -29* | -46* | -88* | -38*
COc1cc2nnn(-c3ccncc3)c2cc1OC | 99 | 101 | 99 | 108 | 124 | 95 | 104 | 118
CC1(C)S[C@@H]2[C@H](NC(=O)[C@H](N)c3ccccc3)C(=O)N2[C@H]1C(=O)O | · | 91 | 110 | 111 | 113 | 103 | 95 | ·
Cc1oc(-c2ccc(Cl)cc2)nc1C1=NN(C(=O)c2ccncc2)C(c2ccc(Cl)cc2)C1 (stereo not drawn) | 80 | 77 | 90 | 91 | 85 | 84 | 97 | 96
OC(c1ccccc1)(c1ccc(Br)cc1)C(O)(c1ccccc1)c1ccc(Br)cc1 (stereo not drawn) | 30 | 59 | 27 | 56 | 43 | 73 | · | 40
CCOC(=O)c1c(NC(=S)Nc2ccccc2)n[nH]c1Nc1ccccc1 | 76 | 101 | 84 | 81 | 59 | 64 | 90 | 29
CN(C)c1ccc2c(c1)C(Br)c1ccccc1-2 (stereo not drawn) | · | 116 | 105 | 101 | · | 93 | 95 | ·
COc1ccc(-c2c3c(nn2-c2ccc(S(N)(=O)=O)cc2)-c2ccc(OC)cc2CC3)cc1 | 61 | 82 | 92 | 78 | 51 | 53 | 78 | 46
COc1ccc(-n2ncn(CCCn3cnn(-c4ccc(OC)cc4)c3=O)c2=O)cc1 | · | 94 | 115 | 94 | 91 | · | 104 | ·
COc1cc(C2CC(c3cc(Cl)c(C)cc3O)=NN2c2ccc(S(N)(=O)=O)cc2)cc(OC)c1OC (stereo not drawn) | · | -8.5* | 23 | -15* | · | -1.5* | 31 | ·
CCCCC(CCCC)NC(C)CO (stereo not drawn) | 108 | 141 | 108 | 104 | 117 | · | 113 | 103
CC(=O)C1CC(C)CCC1C(C)C (stereo not drawn) | 83 | 80 | -8.0* | 85 | 77 | 72 | · | 79
C#CCNC(=O)[C@H](Cc1ccccc1)NC(=O)[C@]12CC[C@@H](C(=C)C)[C@@H]1[C@H]1CC[C@@H]3[C@@]4(C)Cc5c([nH]c6ccccc56)C(C)(C)[C@@H]4CC[C@@]3(C)[C@]1(C)CC2 | 94 | 98 | 98 | 85 | 84 | 75 | 105 | 89
Cc1ccccc1-n1c(C)nc2cc(NC(=O)c3ccccc3)ccc2c1=O | 91 | 102 | 98 | 93 | 91 | 72 | 82 | 97
C=C(C)[C@@H]1CC[C@]2(C(=O)OC)CC[C@]3(C)[C@H](CC[C@@H]4[C@@]5(C)Cc6cc(C)oc6C(C)(C)[C@@H]5CC[C@]43C)[C@@H]12 | 90 | 106 | 98 | 95 | 100 | 78 | 109 | 93
CC(=O)C(=Cc1ccc(C=C(C(C)=O)C(C)=O)cc1)C(C)=O | 6.7* | -3.6* | · | 1.3* | 2.9* | 29 | 13 | 6.3*
Cc1[nH]c2ccccc2c1C1Cc2ccccc2N1 (stereo not drawn) | 98 | 86 | 106 | 88 | 100 | 78 | 100 | 86
O=C(O)CCn1c(O)c(C=C2N=c3ccccc3=N2)sc1=S | 100 | 94 | 103 | 90 | 103 | 98 | 101 | 96
NC(=O)CC(NC(=O)CCl)C(=O)O (stereo not drawn) | 102 | 114 | 96 | 98 | 117 | 96 | 102 | 104
CNC(=O)c1cc(-n2ccc3cc(NC(=O)Nc4ccc(N5CCN(C)CC5)c(C(F)(F)F)c4)ccc32)ccn1 | -13* | 61 | 60 | -24* | -53* | 87 | 95 | -33*
c1cnc2cc3oc4ccccc4c3nc2c1 | 103 | 102 | 91 | 64 | 101 | 101 | 106 | 103
COc1ccc(C(=O)N/N=C/c2cc(OC)c(O)c(OC)c2)cc1 | 107 | 109 | 81 | 91 | 100 | 101 | 112 | 117
Cc1nc(Nc2ccc(OCCCBr)cc2)c2c(C)nn(-c3ccccc3)c2n1 | 92 | 94 | 95 | 90 | 100 | 83 | 92 | 75
Cc1ccc(S(=O)(=O)OCC2OC(n3cnc4c(NC=O)ncnc43)C(OC=O)C2OC=O)cc1 (stereo not drawn) | 94 | 108 | 128 | 99 | 86 | 89 | 101 | 84
COc1ccc2c(c1)CCCC21C(=O)Nc2ccc(F)cc21 (stereo not drawn) | 74 | 97 | 109 | 94 | · | 97 | 99 | 77
CN1C(=O)NC(c2ccc(Cl)cc2)(c2ccc(Cl)cc2)C1=O | 89 | 100 | 104 | 102 | 70 | 94 | · | ·

As entered above:
`c1cnc2cc3oc4ccccc4c3nc2c1` | BT-549 = 106
`Cc1[nH]c2ccccc2c1C1Cc2ccccc2N1` (stereo not drawn) | MDA-MB-231 = 86
`CC(=O)C(=Cc1ccc(C=C(C(C)=O)C(C)=O)cc1)C(C)=O` | MCF7 = 1.3*
`Cc1ccc(S(=O)(=O)OCC2OC(n3cnc4c(NC=O)ncnc43)C(OC=O)C2OC=O)cc1` (stereo not drawn) | MDA-MB-468 = 128
`Cc1nc(Nc2ccc(OCCCBr)cc2)c2c(C)nn(-c3ccccc3)c2n1` | MOLT-4 = 92

An excerpt of these results, tab-delimited.
Structure	MOLT-4	MDA-MB-231	MDA-MB-468	MCF7	K-562	T-47D	BT-549	SR
CC(=O)C(=Cc1ccc(C=C(C(C)=O)C(C)=O)cc1)C(C)=O	6.7*	-3.6*	·	1.3*	2.9*	29	13	6.3*
c1cnc2cc3oc4ccccc4c3nc2c1	103	102	91	64	101	101	106	103
C=C(C)[C@@H]1CC[C@]2(C(=O)OC)CC[C@]3(C)[C@H](CC[C@@H]4[C@@]5(C)Cc6cc(C)oc6C(C)(C)[C@@H]5CC[C@]43C)[C@@H]12	90	106	98	95	100	78	109	93
